Casp6 inh = human caspase-6 inhibitors, primary screen, biochemical, VEID-R110 fluorescence, single point, set 2. inhibition, % at 12.5 µM. P55212. purified caspase-6, Z-VEID-R110 cleavage fluorescence. actives 0.53% (n = 350,000);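 active = mean inhibition across replicates at least about 35%, with every replicate also reaching that limit, limit read from the data; inconclusive = only one of the two criteria met; inactive = neither criterion met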;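 also: 0% = median of neutral control wells and 100% = no fluorescence left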
Target sequence (P55212 24-179 limits assumed): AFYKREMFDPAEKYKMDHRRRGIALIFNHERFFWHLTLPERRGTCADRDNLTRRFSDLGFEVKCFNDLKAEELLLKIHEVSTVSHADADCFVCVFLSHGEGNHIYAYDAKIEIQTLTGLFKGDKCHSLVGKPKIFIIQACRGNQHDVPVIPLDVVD
Target sequence (P55212 194-293 limits assumed): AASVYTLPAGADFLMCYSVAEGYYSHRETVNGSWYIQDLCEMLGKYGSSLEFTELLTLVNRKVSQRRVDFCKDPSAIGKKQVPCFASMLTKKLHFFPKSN
SIRT5 inh = SIRT5 desuccinylase inhibitors, primary screen, biochemical, fluorescence imaging, single point, set 5. NAD-dependent protein deacylase sirtuin-5, mitochondrial (Homo sapiens), Q9NXA8. Purified SirT5, succinyl-peptide AMC, trypsin-coupled fluorescence. inhibition, % at 15 µM. actives 1.1% (n = 330,000). AID 652115, 2013; in the data active = inhibition above about 15%; inconclusive = no clear call, values can overlap the other calls
Target sequence (Q9NXA8 whole entry, looked up): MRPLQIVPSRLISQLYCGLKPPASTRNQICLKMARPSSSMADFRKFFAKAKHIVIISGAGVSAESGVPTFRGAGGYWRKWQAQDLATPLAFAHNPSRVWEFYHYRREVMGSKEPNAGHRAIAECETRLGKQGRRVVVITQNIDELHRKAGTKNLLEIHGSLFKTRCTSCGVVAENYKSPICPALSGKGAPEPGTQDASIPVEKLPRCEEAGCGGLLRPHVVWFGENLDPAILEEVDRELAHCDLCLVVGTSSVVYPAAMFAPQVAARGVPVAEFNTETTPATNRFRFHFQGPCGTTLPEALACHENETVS
esBAF inh = Bmi1 luciferase reporter increase in mESCs, primary screen, esBAF inhibitor project, mouse ES cells, Bmi1 luciferase knock-in, single point | reporter increase, % at 12.5 µM | 24 h; 100% = twice the neutral-well signal | actives 2% (n = 350,000); in the data active = activation above about 40%; inconclusive = no clear call, values can overlap the other calls;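 also: 0% = median of the plate's neutral control wells and 100% = double that signal; a rise in the Bmi1 reporter signal indicates esBAF inhibition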
S100A4 MyoIIA = inhibitors of S100A4-myosin IIA peptide binding, primary screen, biochemical, fluorescence polarization, TAMRA-MyoIIA peptide; actives 0.14% (n = 360,000); Protein S100-A4 (Homo sapiens), P26447; AID 652163, 2013; inhibition, % at 10.7 µM;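 active = mean inhibition of at least 70% across replicates, with every replicate also reaching that level; inconclusive = mean inhibition reaches 70% but some replicates fall short; inactive = mean inhibition below 70%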
Target sequence (P26447 whole entry, looked up): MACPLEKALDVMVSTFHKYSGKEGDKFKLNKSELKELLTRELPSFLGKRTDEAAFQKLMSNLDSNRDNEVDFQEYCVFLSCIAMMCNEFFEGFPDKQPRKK
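System – human S100A4 monomer protein, biochemical binding assay · Buffer or medium – Calcium-containing HEPES buffer, pH 7.2 · Timing – 5 min between mix addition and reading · Also added – TAMRA-labelled myosin IIA heavy-chain peptide probe, 5 nM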
C2C12 statin = suppressors of statin myotoxicity in C2C12 myotubes, primary screen, cell-based, single point, plate reader | C2C12 myotubes + simvastatin, ATP luminescence, 48 h; scaled: DMSO 0, geranylgeraniol control 100 | rescue of ATP level, % at 7.49 µM | actives 0.78% (n = 330,000) | AID 602340, 2012;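 active = mean ATP rescue above about 67%, or every replicate alone reaching that limit, limit read from the data, passing the limit was not always enough; inconclusive = no clear call, values can overlap the other calls; inactive = mean under the limit and some replicate under it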;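 also: myotubes were challenged with 10 µM simvastatin during compound exposure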
LGR2 inh = inhibitors of bursicon-induced LGR2 CRE-luciferase signal, primary screen, cell-based, HEK293, CRE-luciferase reporter, bursicon stimulation | inhibition, % at 9.99 µM | actives 0.35% (n = 380,000) | bursicon-stimulated, 4 h | AID 720647, 2013 | Drosophila bursicon receptor LGR2 (rickets);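 active = drop in luminescence signal, shown as inhibition above about 50% in the replicate tests, limit read from the data, passing the limit was not always enough; inconclusive = probably only some replicates passing the limit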;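 also: agonist challenge used bursicon conditioned medium at about half maximal strength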
FN deposit inh = inhibitors of fibronectin matrix deposition, primary screen, AH1F cells, Alexa488-fibronectin fluorescence, plate reader; AH1F fibroblasts, overnight; inhibition, % at 12.6 µM; actives 0.086% (n = 350,000); AID 743247, 2014;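 active = mean inhibition across replicates of 30% or more, regardless of how many single replicates reach that level; inconclusive = mean under 30% yet at least half of replicates reach 30%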;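 also: positive control wells lacked labelled fibronectin entirely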
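Assay system: AH1F fibroblasts assembling fluorescent fibronectin matrix; Amount: 10000 AH1F cells per well; Buffer or medium: DMEM, 2% serum; Probe or stimulus: Alexa488-fibronectin, 24 nM final in well; Doses: single compound dose, delivered by pin transfer; Incubation: 1 h adhesion, overnight exposure; Measured by: fluorescence 485/525 nm; Read-out: fibronectin deposition inhibition.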
* hit, by the source's call; ? = inconclusive; / = no result given; & = joins results of further samples. A portion of the library. The share of hits here may be higher or lower than overall.

smiles,Casp6 inh,SIRT5 inh,esBAF inh,S100A4 MyoIIA,C2C12 statin,LGR2 inh,FN deposit inh
COc1cc(Cl)c(CNC[C@H]2O[C@@H](n3ccc(=O)[nH]c3=O)[C@H](O)[C@@H]2O)c(Cl)c1O,1,3,-2,-5,11,21,/
CC1CCN(S(=O)(=O)c2ccc(C(=O)N3CCCC(C(F)(F)F)C3)cc2)CC1 (configuration not stated),1,-1,-3,3,11,13,-2
O=C(NC1CCCC1)N1CC(=O)N2[C@H](CO)[C@H](c3ccc(-c4cccnc4)cc3)[C@@H]2C1,-1,0,/,28,/,-1,/
CCN(c1ccccc1)S(=O)(=O)c1cccc(C(=O)NCC(c2ccc(OC)cc2)N2CCCCC2)c1 (configuration not stated),-180,-2,-3,2,-8,4,5
COc1ccc(NC(=O)/C(C#N)=C/c2ccc[nH]2)c(OC)c1,1,1,3,-11,-7,-13,-12
CS(=O)(=O)Nc1ccc2c(c1)[C@H]1C[C@H](CC(=O)NCc3ccc(-c4ccccc4)cc3)O[C@@H](CO)[C@H]1O2,/,/,12,/,16,9,1
COc1ccccc1CNC(=O)c1ccc(-c2ccccc2C(F)(F)F)o1,2,-6,20,4,-12,-8,11
[N-]=[N+]=NCCN1CCN(CCc2ccccc2)CCC1=O,0,/,0,-1,0,-14,1
Cc1ccc2c(CN3CCN(C(=O)c4ccco4)CC3)cc(=O)oc2c1C,0,-2,-2,-4,4,/,1
COc1ccc(COc2cc(-c3cccc(OC)c3)nc3ccc(NC(=O)C(C)C)cc23)cc1,-1,/,-5,0,-103,9,4
Cc1ccc(C(=O)COC(=O)CNC(=O)c2ccco2)cc1,/,/,-3,/,-4,/,2
O=S(=O)(c1cccs1)N1CCN(c2ccnc3cc(Cl)ccc23)CC1,-4,4,/,-1,/,13,3
O=C(c1ccc(S(=O)(=O)Nc2ccc(F)cc2)cc1)N1CCN(c2ccccn2)CC1,4,-4,/,-3,/,-4,-5
CCN(CC)c1ccc(NC(=S)NC(=O)c2ccco2)cc1,2,-1,/,1,/,/,-4
COc1ccc(NC(=O)CN(C)C(=O)C2CSC3(C)CCC(=O)N23)cc1 (configuration not stated),-157,1,1,3,5,8,-9
CCNC(=O)/C(=C/c1ccc2c(c1)OCO2)NC(=O)c1ccc(Br)cc1,/,/,0,/,79*,/,-5
CCCN(CC(=O)Nc1ccccc1C)C(=O)Cc1cccs1,-130,1,-5,3,-7,-14,-6
O=[N+]([O-])/C(C(Cl)=C(Cl)Cl)=C(\Sc1ccccc1)N1CCCCC1,4,-4,/,-3,/,9,-8
COc1ccc(-c2ccc(/C=C(\NC(=O)c3ccccc3)C(=O)N3CCOCC3)o2)cc1,0,1,4,-5,9,5,3
C[C@H](CO)N1C[C@H](C)[C@@H](CN(C)S(C)(=O)=O)Oc2c(cccc2N(C)C)C1=O,2,-2,1,4,8,-13,3
O=C(NCC(=O)N1CCN(Cc2ccccc2)CC1)c1ccc(Br)o1,-2,-4,/,-2,/,-6,-8
CN1CCC(N2CCN(C3CN(Cc4cn(Cc5ccc(F)cc5)nn4)S(=O)(=O)C3)CC2)CC1 (configuration not stated),-89,-3,/,-11,/,-2,-2
O=C(OCCN1C(=O)c2ccccc2C1=O)Oc1ccccc1,-3,-5,-11,0,-4,1,11
CCC(=O)NC1(C(F)(F)F)C(=O)NC(C)=C1C#N (configuration not stated),/,/,-2,/,-16,/,1

An excerpt of these results, with values under each structure:
Under each structure – Casp6 inh | SIRT5 inh | esBAF inh | S100A4 MyoIIA | C2C12 statin | LGR2 inh | FN deposit inh
CCCN(CC(=O)Nc1ccccc1C)C(=O)Cc1cccs1
  -130 | 1 | -5 | 3 | -7 | -14 | -6
CCNC(=O)/C(=C/c1ccc2c(c1)OCO2)NC(=O)c1ccc(Br)cc1
  / | / | 0 | / | 79* | / | -5

Later entries
smiles,Casp6 inh,SIRT5 inh,esBAF inh,S100A4 MyoIIA,C2C12 statin,LGR2 inh,FN deposit inh
O=C(Cc1ccc(Cl)cc1)Nc1ncc([N+](=O)[O-])s1,0,-2,/,1,/,-91,-4
Cn1c(SCc2cc(=O)[nH]c(C(C)(C)C)n2)nnc1C(F)(F)F,-4,5,-3,4,-5,/,3
COc1ccc(C)cc1NC(=O)c1cccc(C(=O)Nc2cc(C)ccc2OC)n1,1,-2,-6,-7,-8,0,-2
COCc1cc(=O)n2[nH]c(C)c(-c3ccccc3)c2n1,-2,-6,-3,-1,13,3,-7
NNC(=O)c1cncc(Br)c1,0,-3,/,-2,/,14,-1
Cc1cccc(C(=O)Oc2ccccc2C(=O)N2CCOCC2)c1,4,2,-5,1,1,-3,-4
Cc1noc(NS(=O)(=O)c2ccc(NC(=O)CCC3CCCCC3)cc2)c1C,/,/,-14,/,1,/,-14
CNC(=O)CS(=O)(=O)CC(=O)Nc1cc(OC(C)C)c(Cl)cc1Cl,1,2,/,-1,/,22,-12
COc1cccc(C(c2nnnn2C2CCCCC2)N2CCN(C/C=C/c3ccccc3)CC2)c1OC (configuration not stated),-3,-3,-6,3,-4,-1,0
COC(=O)c1ccc(/C=N/OCC(=O)Nc2cc(F)ccc2F)cc1,0,-4,-3,-4,-6,4,-2
COC(=O)[C@H]1[C@@H](O)[C@@]2(O)c3c(OC)cc(OC)cc3O[C@@]2(c2ccc(OC)cc2)[C@@H]1c1ccc(F)cc1,-5,/,/,0,/,86*,4
O=C(/C=C/c1ccc2c(c1)OCO2)N1CCN(c2ccc(Cl)cc2)CC1,0,1,/,-1,/,7,/
CCC(=O)N(C)C[C@H]1Oc2cc(C#Cc3ccncc3)ccc2S(=O)(=O)N([C@@H](C)CO)C[C@H]1C,-2,7,-5,-12,9,-2,/
Cc1ccc(C2NC(=O)c3[nH]nc(-c4ccccc4)c32)cc1 (configuration not stated),1,-6,/,-3,/,-1,6
COCCCC1CCN(C(=O)C2CCC(=O)N(CC3CCCCC3)C2)CC1 (configuration not stated),2,-4,11,-4,8,8,-2
Cc1[nH]n(-c2ccccc2)c(=O)c1C(c1ccc(C(=O)O)cc1)c1c(C)[nH]n(-c2ccccc2)c1=O,24,-4,/,-5,/,-9,-4
CSc1ccccc1NC(=O)c1cc(-c2cccs2)on1,/,/,32,/,42,-53,-3
CCn1cnc2sc(C(=O)O)c(C)c2c1=O,/,/,-1,/,-2,/,5
O=C(C[C@@H]1CC[C@@H]2[C@H](COC[C@@H](O)CN2Cc2ccc3c(c2)OCO3)O1)Nc1ccccc1,-1,-3,11,5,0,-7,1
CN(CC(=O)Nc1cccc(F)c1)C(=O)/C=C/c1ccc(Br)s1,3,-11,0,-3,-3,7,-1
Cn1c(=O)c(=O)n(C)c2cc(N3CCCC3)c(NS(=O)(=O)c3ccc(F)cc3)cc21,-1,-4,-8,-5,8,-10,-6
C[C@@H]1CCCCO[C@H](CN(C)S(=O)(=O)c2cn(C)cn2)[C@@H](C)CN([C@@H](C)CO)C(=O)c2cc(NS(=O)(=O)c3ccccc3)ccc2O1,-2,-19,3,41,/,0,-2
O=C(NCc1ccc2c(c1)OCO2)c1nn2cccnc2c1Cl,/,/,1,/,2,16,/
c1ccc(CNc2ncnc3c2cnn3Cc2ccccc2)cc1,2,-2,-9,-3,-75,4,/
COc1ccccc1N1CC(C(=O)Nc2ccc(C)c(S(=O)(=O)N3CCOCC3)c2)CC1=O (configuration not stated),-2,-5,7,-3,-4,-7,-9
COc1cccc(CNc2nc3ccccc3n2C(C)C)c1O,-2,1,3,0,-10,3,1
CC(C)(C)OC(=O)C[C@@H]1C/C=C\C[C@@H](CC(=O)NCCO)C(=O)N[C@H](Cc2c[nH]c3ccccc23)COC1=O,/,/,-1,?,22,3,7
Nc1cc(N)nc(SCc2cc([N+](=O)[O-])cc3c2OCOC3)n1,0,-2,4,-3,-5,-12,-1
CCCCNC(=O)C1COc2ccccc2O1 (configuration not stated),-3,-4,2,-2,-5,-12,/
O=C(NCC1CCCCC1)c1ccc(Cl)c(S(=O)(=O)N2CCOCC2)c1,0,0,2,-5,7,-29,-7
O=C(O)c1ccc(NCc2nc3ccccc3n2Cc2ccccc2F)cc1,17,-8,-6,35,-161,10,-4
Cn1c(N)c(C(=O)COC(=O)c2ncc(Cl)c(Cl)c2Cl)c(=O)n(C)c1=O,-1,-5,/,-3,/,14,-2
Cc1cc(C)nc(NS(=O)(=O)c2ccc(NS(=O)(=O)c3ccc(C#N)cc3)cc2)n1,1,-2,/,-8,/,0,-7
C[C@]12CCC(=O)C=C1CC[C@@H]1[C@@H]2[C@@H](O)C[C@@]2(C)[C@H]1CC[C@]2(O)C(=O)CO,-2&-2,-4&0,5&6,-3&-1&-7,7&15,17&5,-9&3&4
O=C(NC(Cc1nn[nH]n1)C(=O)OCc1ccccc1)OCc1ccccc1 (configuration not stated),-3,-2,-3,-5,7,-4,9
O=C(NCCc1ccncc1)Nc1cccc(Cl)c1,/,/,4,/,-8,/,-4
Cc1cc(=O)oc2c(C)c(OCC(=O)NCc3ccccn3)ccc12,-3,-6,5,-3,22,3,-6
CN(C)CCNc1nc2sc3c(c2c(=O)n1CCc1ccccc1)CCCCC3,-2,-2,/,2,/,/,5
O=C(NCc1ccccc1F)c1ccc(S(=O)(=O)N2CCCCCC2)cc1,5,3,2,0,4,/,-3
O=C1CCCC2=C1C(c1ccc(O)c(Br)c1)C1=C(CCCC1=O)N2c1ccccc1,-1,-2,/,-2,/,16,-10
O=C(c1cc([N+](=O)[O-])ccc1N1CCOCC1)N1CCN(c2ccc([N+](=O)[O-])cc2)CC1,-3,-2,/,-10,-1,4,-10
O=[N+]([O-])c1ccc(C2CCCC/C2=N/O)c([N+](=O)[O-])c1 (configuration not stated),2,-3,2,5,1,18,-8
CC(CN1CCOCC1)OC(=O)c1ccccc1 (configuration not stated),1,-2,/,7,/,/,18
